Akt phos inh: inhibitors of Akt phosphorylation. AID 651550. Neuro2A IGF-stimulated pAkt S473 HTRF, 20 min; active compounds read low. 0.32% of 360,000 active. activity change, % for hits at 50 µM; in the data active = activity change below about -80%; inconclusive = mostly about -51% to -80%; note: % is set by controls: 0 for no effect and ±100 for the full control effect
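Single-point screen (50 µM final compound) in Neuro2A cells stimulated 20 min with 6 nM IGF at 37 deg C. After lysis, Ser473-phosphorylated Akt read by HTRF (ex 330 nm, em 615/665 nm) as the 665/615 ratio.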
EPAC2 antagonist: antagonists of human EPAC2; Q8WZA2; EPAC2 GEF exchange of Rap1B-BODIPY-GDP, fluorescence; Potency, µM (doses to about 114 µM), inactives show at the highest dose activity, negative = inhibition, usual class: inhibitors; 0.18% of 360,000 active; note: potency is the fitted concentration of half-maximal effect; % is set by controls: 0 for no effect and ±100 for the full control effect; nearly all actives have a fitted effect of over 45% in size; many of its hits are not listed in these tables
Target sequence (Q8WZA2 whole entry, looked up): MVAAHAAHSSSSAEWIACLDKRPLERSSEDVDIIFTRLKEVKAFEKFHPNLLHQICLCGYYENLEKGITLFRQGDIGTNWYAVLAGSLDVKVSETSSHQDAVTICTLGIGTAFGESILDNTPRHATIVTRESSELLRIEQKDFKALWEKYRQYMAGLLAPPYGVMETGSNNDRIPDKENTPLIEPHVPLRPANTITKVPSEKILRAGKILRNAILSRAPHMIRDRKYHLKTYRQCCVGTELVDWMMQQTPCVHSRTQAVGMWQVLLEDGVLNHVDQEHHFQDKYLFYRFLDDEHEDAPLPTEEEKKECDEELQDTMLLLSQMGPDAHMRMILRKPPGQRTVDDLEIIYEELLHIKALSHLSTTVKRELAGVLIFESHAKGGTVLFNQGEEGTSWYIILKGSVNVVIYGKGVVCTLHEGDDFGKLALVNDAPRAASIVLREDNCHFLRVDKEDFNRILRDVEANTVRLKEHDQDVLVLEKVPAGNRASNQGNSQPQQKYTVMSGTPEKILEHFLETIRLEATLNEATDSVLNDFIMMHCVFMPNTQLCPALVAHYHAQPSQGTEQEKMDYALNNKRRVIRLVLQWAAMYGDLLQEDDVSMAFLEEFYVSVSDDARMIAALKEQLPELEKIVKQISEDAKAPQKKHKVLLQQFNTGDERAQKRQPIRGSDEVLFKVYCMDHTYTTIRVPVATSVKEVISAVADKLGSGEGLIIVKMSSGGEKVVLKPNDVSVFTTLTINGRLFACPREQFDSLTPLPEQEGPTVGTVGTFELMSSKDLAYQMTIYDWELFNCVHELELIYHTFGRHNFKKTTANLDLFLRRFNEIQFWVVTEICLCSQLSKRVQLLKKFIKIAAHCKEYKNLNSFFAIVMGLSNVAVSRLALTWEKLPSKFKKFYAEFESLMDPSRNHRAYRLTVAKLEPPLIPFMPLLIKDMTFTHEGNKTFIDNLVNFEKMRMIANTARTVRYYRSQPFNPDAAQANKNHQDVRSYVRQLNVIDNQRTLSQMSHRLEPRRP
D3 ag: activates the human D3 dopamine receptor. D3R DiscoveRx beta-arrestin cells, luminescence, 90 min. max activation, %. 0.58% of 410,000 active. AID 652048; in the data active = max activation above about 30%; note: 0% is about no effect; mostly tested at two doses, the higher about 12 µM
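Agonist-mode cell screen: cells plated at 1500/well and incubated overnight at 37 °C, then exposed to library compounds for 90 min at 37 °C. Detection reagent was added for 30–60 min at room temperature, and luminescence was read.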
DRD3 antagonist: D3 dopamine receptor (human) antagonism. P35462. D3R cells, DiscoveRx beta-arrestin luminescence, antagonist mode; active compounds read low. max response, negative = inhibition, %. 2.5% of 360,000 active; in the data active = max response below about -50%; inconclusive = no clear call, values can overlap the other calls; note: % is set by controls: 0 for no effect and ±100 for the full control effect; mostly tested at two doses, the higher about 12 µM
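Cells expressing the human receptor were seeded at 1500 cells/well, incubated overnight at 37 degrees C in 5% CO2, then exposed to library compounds with dopamine controls for 90 minutes at 37 degrees C before luminescent detection.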
CCT chaperon mod: modulators of cytosolic chaperonin (CCT/TRiC) activity; purified chaperonin ATPase assay, HTRF ADP detection, 30 min; activity change, % (no concentration beside the values), hits read low; 0.3% of 360,000 active; in the data active = activity change below about -30%; note: % is set by controls: 0 for no effect and ±100 for the full control effect
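Nucleotide hydrolysis assay: TRiC at 20–40 nM final (set by batch activity) with 10 uM ATP, 30 min at 37 °C, in presence of 76 uM compound. Detection by competitive ADP HTRF, 30 min ambient.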
EPAC2 agonist: agonists of human EPAC2 (RAPGEF4); Potency, µM (series often up to 154 µM), without a hit: at the highest dose activation, usual class: activators; 0.079% of 360,000 active; AID 720711; Q8WZA2; EPAC2 activation, biochemical qHTS; response scale: 100% = 6.5 mM cAMP response; note: potency is the fitted concentration of half-maximal effect; nearly all actives have a fitted effect of over 50% in size
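Each well held 100 nM EPAC2, 250 nM RAP1B-BODIPY-GDP and 50 uM GDP. Fluorescence, read at 5-min intervals to 30 min, was referenced to a 6.5 mM cAMP positive control.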
MmCpn inh: inhibitors of Methanococcus maripaludis chaperonin (MmCpn); purified Mm-Cpn ATPase, ADP Transcreener TR-FRET; AID 504842; Potency, µM (doses to about 76.9 µM), for the others: at the top dose activity, negative = inhibition, usual class: inhibitors; 0.031% of 330,000 active; note: potency is the fitted concentration of half-maximal effect; % is set by controls: 0 for no effect and ±100 for the full control effect; nearly all actives have a fitted effect of over 80% in size
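Reaction buffer contained 30 mM Tris pH 7.4, 100 mM KCl, 5 mM MgCl2 and 1 mM DTT. Mm-CPN (25 nM final) hydrolysed 10 uM ATP over 30 min at 37°C; ADP was read by HTRF.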
PTHR1 agonist: agonists of human PTHR1 parathyroid hormone receptor. Q03431. HEK293 GP2 PTHR1 cells, GloSensor cAMP luminescence, 1 h. Potency, µM (doses to about 115 µM), for the others: at the highest dose activation, hits mostly activators. 0.075% of 410,000 active. AID 743266; note: potency is the fitted concentration of half-maximal effect; nearly all actives have a fitted effect of over 55% in size; some results filed as inactive show a strong effect at the top dose; inactives centre near -15; many of its hits are not listed in these tables
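HEK-293-derived GP2 cells expressing PTHR1 and a GloSensor cAMP reporter, 3,000/well, plated overnight, given luciferin plus IBMX (each 0.5 mM as added) for 1 h at 37 °C, then compound for 1 h at 37 °C. Luminescence was read after 15 min at room temperature.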
* hit, by the source's call; i = inactive; ? = inconclusive; . = no result given; & = joins results of further samples; [ ] = another dose, or the depositor's remark. Unless noted, calls come from the whole dose curve; as a rule, active = well fitted curve in the direction sought with a large enough effect; inconclusive = small, poorly fitted or top-dose-only effect, or another doubt; inactive = no such curve, though single readings can be large; an effect the other way counts as inactive or inconclusive. Some of the compounds tested; rates above refer to the full screens.

Structure	Akt phos inh	EPAC2 antagonist	D3 ag	DRD3 antagonist	CCT chaperon mod	EPAC2 agonist	MmCpn inh	PTHR1 agonist
Cc1cc(=O)[nH]c(N/N=C/c2c(O)n(-c3ccccc3)c(=O)c3ccccc23)n1	i	0.1%	13.3	?	-0.7	-2.4%	-6.1%	i
Cc1ccc(S(=O)(=O)CCC(=O)OCc2ccc(Cl)c(Cl)c2)cc1	i	-12.5%	-8.8	-17.9	-2.7	5.2%	0.5%	?
Cc1cc(C)c(C#N)c(SCc2ccc(C(=O)O)cc2)n1	i	8.6%	-7.7	-11.2	0.8	5.0%	0.0%	i
COc1cc(O)c(C(CC(=O)N2CCN(c3ccccc3)CC2)c2cc(OC)c(OC)c(OC)c2)c(OC)c1 (stereo not given)	i	-24.4%	-9.4	-23.7	-1.1	-4.1%	3.5%	2.1%
CCOc1ccc(OCC(=O)OCC(=O)N2CCN(S(=O)(=O)c3ccc(C)cc3C)CC2)cc1	i	1.7%	0.6	-11.6	-1.5	-2.8%	.	-24.6%
CC(C)CNC(=O)C1(C)CCCCCN1C(=O)c1cccnc1 (stereo not given)	i	-6.8%	-10.5	-2.8	0.4	-3.4%	.	i
CN1CCN(c2ccc(NC(=O)c3ccc4c(c3)OCCO4)cc2Cl)CC1	i	-5.8%	-4.9	-20.3	-1.3	7.6%	1.5%	-49.9%[inhibitor]
Clc1ccc(CNc2nnnn2-c2ccccc2)c(Cl)c1	i	21.8%	-1.4	13.4	1.0	8.4%	0.4%	-10.4%
CCC(CC)NC(=O)Nc1ccc(C)cc1	i	3.5%	-4.5	-5.8	1.2	-5.1%	-2.9%	i
O=C(COc1ncnc2ccccc12)Nc1ccc(Cl)c(S(=O)(=O)N2CCOCC2)c1	i	-7.9%	3.3	10.5	-0.9	7.4%	-1.5%	-6.8%
O=C(CN1C(=O)NC2(CCCC2)C1=O)Nc1cccc(C(F)(F)F)c1	i	4.2%	24.4	7.8	-2.5	3.0%	-1.9%	i
O=C1C(Cc2ccccc2)Nc2ncnc(N3CCCCC3)c2N1Cc1ccccc1 (stereo not given)	i	1.1%	-8.7	-9.4	1.0	11.4%	-3.2%	-40.4%[inhibitor]
COC(=O)C1=C(C)NC(=O)CC1c1ccc(F)c(Br)c1 (stereo not given)	i	-8.8%	8.3	10.7	-9.2	1.2%	0.8%	1.0%[57.5 µM]
CCN(CC)c1nc2ccccc2n(Cc2cccc(OC)c2)c1=O	i	-18.3%	-5.7	-11.6	-0.5	9.1%	-0.9%	-16.2%
COc1ccc(B(O)O)c(CN2CCN(C(=O)OC(C)(C)C)CC2)c1	i	-15.1%	3.5	-7.5	-1.9	5.7%	.	i
O=C(NCc1cccnc1)c1ccc(NC(=O)c2cccc([N+](=O)[O-])c2)cc1	i	0.4%	0.3	-6.2	-2.6	10.1%	0.5%	-3.3%
CC(=O)Nc1ccc(NC(=O)c2ccc(-c3ccccc3Cl)o2)cc1	i	-3.5%	1.7	3.0	-0.3	-5.2%	1.2%	-12.3%
COc1cccc(CNC(=O)Cn2ncn3cccc3c2=O)c1OC	i	11.0%	4.4	?	1.6	5.7%	0.6%	i
COc1ccc(CNC(=O)CCc2ccc(S(=O)(=O)N3CCCCCC3)cc2)cc1	i	-6.1%	1.8	18.2	-0.3	5.0%	-1.2%	-24.9%
NC(=O)CC[C@H](NC(=O)OCc1ccccc1)C(=O)OCc1ccc(Cl)cc1	i	-0.6%	4.0	-4.7	-1.7	-12.6%	-1.5%	-2.8%
CC(=O)N1N=C(c2ccc(Cl)cc2)OC12CCCC2	i	-19.5%	-4.8	2.7	1.5	7.4%	-0.1%	-12.6%
O=C(N/N=C/C1C(c2ccccc2)C1(Cl)Cl)c1cccc(Br)c1 (stereo not given)	i	-12.8%[57.1 µM]	-3.3	-52.5*	-0.4	-0.3%	2.8%	i
CCOC(=O)c1sc(=NC(=O)COc2ccc(Cl)cc2)n(C)c1C	i	7.8%	1.0	8.5	0.0	-4.1%	-6.6%	i
O=C(NC(=S)NC1CCS(=O)(=O)C1)c1ccccc1Br (stereo not given)	i	2.7%	-11.4	-15.7	2.4	4.4%	0.2%	-18.3%

Next part (4 carried over from the part before).
smiles	Akt phos inh	EPAC2 antagonist	D3 ag	DRD3 antagonist	CCT chaperon mod	EPAC2 agonist	MmCpn inh	PTHR1 agonist
CC(=O)N1N=C(c2ccc(Cl)cc2)OC12CCCC2	i	-19.5%	-4.8	2.7	1.5	7.4%	-0.1%	-12.6%
O=C(N/N=C/C1C(c2ccccc2)C1(Cl)Cl)c1cccc(Br)c1 (stereo not given)	i	-12.8%[57.1 µM]	-3.3	-52.5*	-0.4	-0.3%	2.8%	i
CCOC(=O)c1sc(=NC(=O)COc2ccc(Cl)cc2)n(C)c1C	i	7.8%	1.0	8.5	0.0	-4.1%	-6.6%	i
O=C(NC(=S)NC1CCS(=O)(=O)C1)c1ccccc1Br (stereo not given)	i	2.7%	-11.4	-15.7	2.4	4.4%	0.2%	-18.3%
Cc1ccc(CNC(=O)CCCn2nc(C)c3c(C)n(-c4ccccc4)nc3c2=O)cc1	i	2.3%	5.9&-11.9	20.2	-0.1	-2.6%	1.2%	2.4%
CCN(CC)CC(=O)N1CCCC(C(=O)c2ccccc2OC)C1 (stereo not given)	i	1.0%	1.4	0.5	-1.0	2.2%	0.3%	-1.2%
O=C(NC1(C(F)(F)F)NC(=O)N(Cc2cccnc2)C1=O)c1ccncc1 (stereo not given)	i	0.8%	6.7	19.0	-0.7	8.5%	1.3%	-29.5%[57.5 µM]
CC1(OC(=O)c2cccs2)C(=O)C=C2C=C3CCCN3C=C2C1=O (stereo not given)	i	9.5%	3.0	-1.7	0.2	4.2%	-4.7%	i
Cc1ccc(C(=O)Cn2c(-c3ccccc3)noc2=O)cc1	i	-27.7%	-1.7	12.3	0.9	-1.6%	-16.0%	-2.8%
O=C(NCc1cccs1)c1ccc(-c2ccc(F)c(F)c2)c2ccoc12	i	7.9%	1.3	-17.0	-0.5	19.6%	.	-10.5%
O=C(NCC1CCCO1)c1cccc(Oc2ccc([N+](=O)[O-])cc2)c1 (stereo not given)	i	0.6%	6.6	-4.5	-1.1	0.7%	4.8%	-37.1%[inhibitor]
FC(F)(F)c1cccc(N2CCN(c3nnnn3-c3ccccc3)CC2)c1	i	-7.5%	-1.6	-10.8	-3.1	1.2%	-1.9%	i
CCC(CC)C(=O)NN(C(=O)c1ccncc1)C1CC(=O)N(c2ccccc2)C1=O (stereo not given)	i	-8.7%	-0.1	1.7	0.8	9.4%	1.6%	-2.1%
CCOC(=O)COc1cccc(C2NC(=O)c3ccccc3O2)c1 (stereo not given)	i	-0.4%	-9.2	-4.2	-0.3	9.1%	0.6%	-17.9%
CCOc1ccc(S(=O)(=O)N2CCN(c3ncccn3)CC2)cc1	i	2.7%	-5.6	-5.5	-0.7	-2.2%	-0.2%	-14.9%
C=C1C(=O)C23CCC4C(C)(C(=O)OC)CCCC4(C)C2CCC1(O)C3 (stereo not given)	i	-23.4%	-29.0	-105.8*	-3.3	3.8%	.	-93.7%[inhibitor]
COc1ccc(-n2nnnc2SCC(=O)Nc2cccc(NC(C)=O)c2)cc1OC	i	2.0%	0.4	21.8	0.4	1.2%	-5.1%	-1.7%
CCCC(=O)NC(c1ccc(Cl)cc1Cl)c1ccc2cccnc2c1O (stereo not given)	i	-13.1%	16.2	0.0	2.8	4.3%	-0.8%	-2.1%
CCCC(=O)Nc1ccc(NC(=O)c2ccco2)c(OC)c1	i	15.9%	-11.6	-23.2	1.3	3.4%	2.6%	-4.0%[57.5 µM]
N/C(=N\OC(=O)c1cccc(Br)c1)c1ccc([N+](=O)[O-])cc1	i	4.6%	-0.6	0.0	1.4	6.5%	-5.1%	i
CC(=O)OCC[C@H](NS(=O)(=O)OCC(Cl)(Cl)Cl)c1ccccc1	i	3.8%	-13.3	0.0	-1.2	9.5%	0.1%	-17.8%
COc1cc(C=NNC(=O)c2ccccc2-n2cccc2)ccc1O	i	-11.8%	-8.7	14.6	-0.2	-0.8%	-0.6%	i
Clc1cccc(N/N=C/c2ccc(N3CCOCC3)cc2)c1	i	1.5%	3.8	-9.0	-2.1	-5.6%	0.0%	i
COc1ccc(CSc2nnc(C)s2)cc1F	i	-1.0%	-9.3	?	-1.4	-5.0%	1.1%	-22.8%
CCNc1nc(-c2cc(C)n(Cc3ccco3)c2C)cs1	i	-3.9%	-2.7	-13.2	-5.6	7.9%	-3.8%	-9.7%
O=C(c1cc2cc(Cl)cc(Cl)c2oc1=O)N1CCOCC1	i	9.3%	4.1	-6.9	-0.9	1.2%	-2.4%	-0.5%
CCOc1ccc(S(=O)(=O)N2CCCC2)c2ccccc12	i	?	-7.4	-4.5	2.7	23.1%	.	-39.3%[inhibitor]
Fc1ccc(Oc2nc(-c3ccccn3)nc3ccccc23)cc1	i	?	-7.1	-17.5	-0.5	18.4%	-3.0%	-2.2%
COC(=O)c1ccc(OC)c(CN2CCCN(Cc3cc(C)ccc3C)S2(=O)=O)c1	i	0.5%	5.0	6.9	1.1	3.5%	0.3%	-7.5%
O=C(Nc1ccc2c(c1)OCCO2)N1CCN(c2ccccc2)CC1	.	-4.4%	-1.6	-51.9*	1.0	2.6%	1.1%	-4.5%
CCCCCN(C(=O)CCC(=O)OCC(=O)c1ccc(CCC)cc1)c1c(N)n(CCCC)c(=O)[nH]c1=O	i	-2.7%	-6.9	?	-2.9	-6.3%	0.5%	i

Source: PubChem (National Center for Advancing Translational Sciences (NCATS))
